# Bioassay records (PubChem BioAssay)
# Scp1 inh – Scp-1 phosphatase inhibitors, primary screen, biochemical, colorimetric, uHTS; hit rate 0.88% among 340,000; Recombinant Scp1, phosphopeptide, malachite green phosphate absorbance; inhibition, % at 20 µM; AID 493091, 2011; Carboxy-terminal domain RNA polymerase II polypeptide A small phosphatase 1 (Homo …;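 active = inhibition above about 50% at 20 µM, limit read from the data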;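 also: plate controls were DMSO wells with enzyme for no effect and wells lacking enzyme for full effect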
#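 System: truncated SCP-1 phosphatase (76-261aa); medium: Tris acetate buffer pH 5.5 with MgCl2 and Tween-20; incubation: 45 min room-temperature reaction, 5 min colour, 30 min stabiliser; compound: single 20 µM dose, 1% DMSO; reagent: Phosphorylated 17-residue peptide substrate; read-out: % inhibition at 20 µM; technique: colorimetric free-phosphate detection, absorbance 630 nm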
# DNMT1 block – human DNMT1 methyltransferase inhibitors, primary screen, biochemical, molecular beacon, fluorescence, HinP1I cleavage, uHTS. DNA (cytosine-5)-methyltransferase 1 (Homo sapiens), P26358. inhibition (reported as % activation of signal), % at 10 µM. hit rate 0.83% among 360,000. AID 588458, 2011; in the data active = inhibition above about 50%
# MT1-MMP act inh – blockers of MT1-MMP proenzyme processing, primary screen, HT1080 RFP-PRO-GFP cells, GFP/RFP fluorescence; GFP/RFP ratio change, % at 20 µM; Matrix metalloproteinase-14 (Homo sapiens), P50281; hit rate 0.061% among 360,000; GFP/RFP ratio fluorescence, overnight; percent of plate control window, DMSO zero;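 active = GFP/RFP ratio change of at least 30% with cell ATP level not reduced by more than half and red fluorescence within 50% of control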; also: strong numbers were not always called active
#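 Material – HT1080 RFP-PRO-GFP cells · Control set – DMSO wells and RFP-L50D-GFP cells · Incubation – overnight cell settling, then overnight compound exposure, 37 °C, 5% CO2 · Compound dosing – single-point 20 µM compound, 1% DMSO · Read-out – GFP/RFP fluorescence ratio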
# SUMO1 PPI mod – modulators of SUMO1 protein-protein interactions, primary screen, biochemical, uHTS; Small ubiquitin-related modifier 1 (Homo sapiens), P63165; SUMO1 binding to a labelled peptide, TR-FRET, 1 h; inhibition, % at 20 µM; hit rate 0.33% among 360,000; in the data active = inhibition above about 37%
# Target sequence (P63165 whole entry, looked up): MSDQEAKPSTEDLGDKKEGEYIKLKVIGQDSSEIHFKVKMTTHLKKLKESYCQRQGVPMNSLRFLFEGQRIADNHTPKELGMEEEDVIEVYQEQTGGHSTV
# NadD inh – inhibitors of S. aureus NadD, primary screen, biochemical, colorimetric, uHTS; Nicotinate-nucleotide adenylyltransferase NadD (Staphylococcus aureus N315); purified NadD enzyme, colorimetric absorbance read-out; inhibition, % at 20 µM; hit rate 0.78% among 360,000; in the data active = inhibition above about 26%; also: some compounds past the cut are filed as inactive
# NRP1-CendR mod – modulators of CendR peptide binding to NRP-1, primary screen, biochemical, fluorescence polarization, uHTS; inhibition, % at 25 µM; hit rate 0.85% among 360,000; Neuropilin-1 (Homo sapiens), O14786; FAM-RPARPAR peptide binding to NRP-1;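 active = inhibition or corrected inhibition above about 18%, plus a signal ratio from 0.5 to 1.5, limit read from the data, passing the limit was not always enough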; also: strong numbers were not always called active
# Target sequence (O14786 whole entry, looked up): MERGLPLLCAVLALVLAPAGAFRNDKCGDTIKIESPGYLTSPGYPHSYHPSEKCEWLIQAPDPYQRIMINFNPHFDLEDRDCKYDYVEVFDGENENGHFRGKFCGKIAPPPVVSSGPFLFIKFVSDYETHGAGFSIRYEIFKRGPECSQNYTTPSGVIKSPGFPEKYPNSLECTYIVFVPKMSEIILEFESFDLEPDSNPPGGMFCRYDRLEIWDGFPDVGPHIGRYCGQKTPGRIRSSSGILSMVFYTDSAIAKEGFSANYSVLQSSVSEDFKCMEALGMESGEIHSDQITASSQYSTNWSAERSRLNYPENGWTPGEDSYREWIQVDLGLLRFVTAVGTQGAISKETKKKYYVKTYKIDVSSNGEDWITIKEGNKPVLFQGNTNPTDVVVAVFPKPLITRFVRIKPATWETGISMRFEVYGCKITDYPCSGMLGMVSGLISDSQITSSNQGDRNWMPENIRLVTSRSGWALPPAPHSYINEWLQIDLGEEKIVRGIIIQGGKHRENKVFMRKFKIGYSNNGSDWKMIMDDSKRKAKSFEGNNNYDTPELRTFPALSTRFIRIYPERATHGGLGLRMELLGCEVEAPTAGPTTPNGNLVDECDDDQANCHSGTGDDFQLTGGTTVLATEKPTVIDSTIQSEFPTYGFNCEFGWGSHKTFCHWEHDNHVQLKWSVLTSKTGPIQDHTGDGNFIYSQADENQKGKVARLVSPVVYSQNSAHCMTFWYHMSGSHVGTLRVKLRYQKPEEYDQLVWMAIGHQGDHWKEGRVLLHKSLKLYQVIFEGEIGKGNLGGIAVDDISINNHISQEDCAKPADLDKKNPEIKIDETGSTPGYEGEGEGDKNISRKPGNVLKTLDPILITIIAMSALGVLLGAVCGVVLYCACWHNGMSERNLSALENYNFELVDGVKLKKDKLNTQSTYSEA
# LMPTP inh – LMPTP phosphatase inhibitors, primary screen, biochemical, fluorescence intensity, uHTS | recombinant LMPTP-A, OMFP fluorogenic substrate | hit rate 0.22% among 360,000 | AID 651560, 2012 | inhibition, % at 20 µM | Low molecular weight phosphotyrosine protein phosphatase (Homo sapiens), P24666;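 active = compounds that cut the enzyme signal by at least half of the control window in the single-dose screen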;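 also: plate controls were DMSO wells with enzyme plus substrate for no effect and substrate without enzyme for full effect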
#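 Material: LMPTP-A; amount: 0.625 nM enzyme; doses: single 20 µM dose; times: reaction 50 min, room temperature, dark; technique: fluorescence intensity of OMFP turnover product; benchmarks: no-enzyme and uninhibited controls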
# SKN-1 inh – suppressors of acrylamide-induced Pgst-4::GFP reporter in worms, primary screen, SKN-1 inhibitor project, whole organism, uHTS, GFP/RFP fluorescence ratio, strain VP596; C. elegans VP596 Pgst-4::GFP/RFP ratio, 24 h; inhibition, % at 21.8 µM; hit rate 0.49% among 360,000; AID 624304, 2012;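 active = interference check ratio from 0.5 to 1.5 plus GFP to RFP signal ratio inhibition reaching or exceeding a fixed threshold, cut at about 30% in these data, passing the limit was not always enough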; also: some compounds called inactive have numbers as strong as hits
# STEP block – STEP phosphatase inhibitors, primary screen, biochemical, fluorescence intensity, uHTS; hit rate 0.25% among 360,000; recombinant STEP, OMFP fluorogenic substrate; Tyrosine-protein phosphatase non-receptor type 5 (Homo sapiens), P54829; inhibition, % at 20 µM;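 active = inhibition at 20 µM, scaled per plate between control wells, above about 37%, limit read from the data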;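 also: 0% = DMSO with enzyme and substrate and 100% = substrate only without enzyme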
#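 Material: STEP (striatal-enriched tyrosine phosphatase) enzyme, cell-free; Compound dosing: 20 µM single dose in 1% DMSO; Technique: fluorescence read at 480 nm ex / 540 nm em; Times: reaction 20 min, ambient temperature; Medium: 50 mM Bis-Tris pH 6.0 with 2.5 mM DTT and 0.005% Tween 20; Also added: OMFP at 25 µM.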
# Rpn11 inh – Rpn11 (PSMD14) deubiquitinase inhibitors, primary screen, biochemical, fluorescence polarization, uHTS; human 26S proteasome, Ub4-pepOG fluorescence polarization; 20S core pre-blocked with epoxomicin; 26S proteasome non-ATPase regulatory subunit 14 (Homo sapiens), O00487; calls only at 20 µM; AID 588493, 2011; hit rate 0.59% among 360,000;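 active = inhibition at 20 µM, scaled to each plate's controls, above about 33%, limit read from the data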
# * = called active by the depositor; i = inactive; · = not tested or not shown; + = active, no number.
Scp1 inh,DNMT1 block,MT1-MMP act inh,SUMO1 PPI mod,NadD inh,NRP1-CendR mod,LMPTP inh,SKN-1 inh,STEP block,Rpn11 inh,Molecule
-5,1,-1,0,-9,0,1.2,-7,8,i,CCN1CCc2c(sc(NC(=O)COc3ccccc3)c2C(=O)OC)C1
-3,-6,-140,-26,4,143,3.1,-19,-16,·,Cc1cc(C2C(C#N)=C(N)SC(N)=C2C#N)c(C)s1
0,1,-3,4,-7,-4,-0.6,-29,2,i,O=C(NCCCN=C1NS(=O)(=O)c2ccccc21)c1ccncc1
-7,2,-5,-4,-6,1,-0.5,5,-4,i,CCOc1ccc(NC(=O)[C@@H](NC(=O)c2ccco2)C(C)C)cc1
-8,3,-4,-2,-2,2,2.5,6,1,i,CCn1c(SCC(=O)N/N=C/c2ccc(C)o2)nnc1-c1ccccc1
8,1,-2,0,2,-6,-3.0,-3,-2,i,COc1ccc(S(=O)(=O)N(CC(=O)NCC2CCCO2)c2ccccc2)cc1OC (stereo not drawn)
3,25,1,-7,7,12,1.2,-5,-5,i,Cc1cc2c(N=NC(=O)CCc3ccccc3)c(O)[nH]c2cc1Br
-4,-1,6,0,-3,5,-0.6,-11,-8,i,Cn1c(SCC(=O)NC(=O)NCc2ccco2)nnc1C(F)(F)F
·,-2,-3,2,8,-28,-0.3,26,0,i,CC(C)c1ccc(S(=O)(=O)N2CCN(C(=O)CCc3nc4ccccc4c(=O)[nH]3)CC2)cc1
-1,0,0,0,0,12,-1.5,-2,2,i,CCNc1nc(SCC(=O)OC)nc(N2CCOCC2)n1
-9,1,0,7,1,5,-0.9,9,0,i,CCC(=O)c1c[nH]c(C(=O)NCc2ccccc2OC)c1
1,-19,-3,-1,4,-5,4.8,5,2,i,COc1ccc(C2CC(c3ccccc3Cl)=NN2c2ccc(S(N)(=O)=O)cc2)cc1 (stereo not drawn)
-17,1,-2,-1,4,-6,-1.8,20,-3,i,O=C1C2CCCCC2C(=O)N1c1cccc(OS(=O)(=O)c2ccccc2)c1 (stereo not drawn)
-6,6,-1,2,-4,-2,-0.8,3,-5,i,O=C(C1CCCN1S(=O)(=O)c1ccc(Cl)c(Cl)c1)N1CCCCC1 (stereo not drawn)
-1,2,1,-14,17,3,3.0,11,2,i,Cc1ccc2cc(CN(c3cccc(C)c3C)S(=O)(=O)c3ccccc3)c(=O)[nH]c2c1
-9,-2,3,5,-5,0,1.4,-12,-2,i,O=C(COC(=O)Cc1ccc(Br)cc1)Nc1ccc(Cl)cn1
-9,2,5,-2,1,0,2.0,2,-1,i,CC(Oc1ccccc1F)c1ccnc2nc(/N=C/N(C)C)nn12 (stereo not drawn)
-6,3,5,-1,-7,6,-0.2,13,-2,i,CC(C)=C(NC(=O)c1ccccc1)C(=O)NCCc1nc2ccccc2[nH]1
1,-16,-6,-12,10,1,3.2,11,0,i,O=C(c1cc(-c2ccccn2)nc2c(Cl)cccc12)N1CCN(S(=O)(=O)c2ccccc2)CC1
-2,4,1,2,-1,2,7.3,8,1,i,CCC(=O)N1CCc2cc(Br)cc(S(=O)(=O)NCCN3CCCCC3CC)c21 (stereo not drawn)
-6,-2,2,-2,-5,13,-0.1,-8,-3,i,Cc1ccc(-c2c(NC(=O)C(C)C)n(C)c3ccccc3c2=O)cc1
-3,28,3,4,1,-1,0.9,0,52*,i,O=C(Nc1nc2nccc(-c3ccccc3)n2n1)c1ccc(F)cc1
0,1,4,-9,6,4,-1.4,-12,5,i,CCOc1ccc(/C(O)=C2/C(=O)C(=O)N(CC3CCCO3)C2c2ccco2)cc1 (stereo not drawn)
-2,7,7,0,-2,2,0.4,-12,2,i,CCOC(=O)C(Cc1ccccc1)NS(=O)(=O)c1ccc(NC(C)=O)cc1 (stereo not drawn)
4,1,0,-1,-3,-1,-1.0,-18,0,i,COc1ccc([N+](=O)[O-])cc1N(CC(=O)Nc1ccccc1C(=O)N1CCOCC1)S(C)(=O)=O
-3,-3,0,1,-5,3,3.6,-10,-7,i,Cc1ccc(OCC(=O)O/N=C(\N)Cc2ccc(Cl)cc2)cc1
-9,4,5,-6,-1,2,-1.0,6,-1,i,COc1ccc(OC)c(NC(=O)C2CCN(S(=O)(=O)c3c(C)noc3C)CC2)c1
-6,1,0,-1,0,-2,-1.8,5,-2,i,COc1ccccc1C(=O)Nc1sc(C(=O)N2CCCC2)c(C)c1C#N
·,-4,3,-2,-1,-3,-1.6,-2,2,i,CCc1nc2ccc(C(=O)Nc3ccc(C(=O)N(C)C)cc3)cn2c1N(C)CCCc1ccccc1
0,3,5,-2,2,0,-1.1,6,-1,i,O=C(c1ccco1)N1CCN(C(=O)c2nn3cccnc3c2Cl)CC1
19,4,3,-1,-11,3,-2.1,16,-1,i,Cc1cc(NC(=O)C(C)N2C(=O)c3ccccc3S2(=O)=O)no1 (stereo not drawn)
-4,3,7,0,6,-4,-0.2,-2,-3,i,COCCNC(=O)CSc1nc2cc(OC)c(OC)cc2c(=O)n1Cc1ccco1
-11,2,1,2,3,-9,0.2,7,-1,i,O=S(=O)(c1c(Cl)sc(Cl)c1Br)N1CCCC1
-13,-1,4,-2,-2,-3,1.6,17,0,i,COc1ccc(C2CC(c3cccs3)=NN2S(=O)(=O)c2ccc(C)cc2)cc1 (stereo not drawn)
-9,-9,-3,4,1,1,1.2,7,1,i,COc1ccc(NC(=O)C(C)Sc2nnc3c4c(nc(-c5ccc(OC)cc5)n23)CC(C)(C)OC4)cc1 (stereo not drawn)
-6,6,-4,2,-8,9,2.7,-7,-2,i,Cc1cccc(N2CCN(CC(=O)Nc3ccc(S(=O)(=O)N4CCOCC4)cc3)CC2)c1C
·,-4,0,3,-4,-7,-0.7,10,0,i,O=C(NCC1CCOCC1)c1ccc(-c2ccc(F)c(F)c2)c2ccoc12
-5,2,1,-1,-4,5,-0.7,3,0,i,CS(=O)(=O)Nc1ccc(C(=O)Nc2ccccc2C(=O)N2CCCC2)cc1
-6,-10,6,0,5,-15,1.7,-8,9,i,Cn1c(CN2CCCCC2)nc2cc(NC(=O)c3ccccc3Cl)ccc21
·,-12,-2,2,-7,1,4.6,6,1,i,Cc1ccc(NC(=O)C2(C)CCN2C(=O)Cc2ccc(-c3ccccc3)cc2)cc1 (stereo not drawn)
-4,6,-3,-1,-1,16,-0.7,2,-2,i,COc1ccc(C=NNc2nc3ccccc3s2)cc1
-8,-4,-17,-25,0,-80,6.9,-14,9,+,CCN1CCN(S(=O)(=O)c2ccc(C(=O)Nc3sc4c(c3C(N)=O)CCN(CC)C4)cc2)CC1
-7,0,-1,3,-3,2,1.8,14,-1,i,CC(C)(C)C(=O)N1NC(=Nc2ccccc2)SC1(C)C
5,0,-1,15,0,-27,-2.7,-3,2,i,O=C(O)C1OC(C(=O)O)C(C(=O)O)C1C(=O)O (stereo not drawn)
-10,-3,3,4,-1,17,-0.6,7,-2,i,Cc1cccc(C)c1OCC(=O)NNC(=O)CCNC(=O)c1ccc(Br)cc1
6,6,1,-1,1,-4,0.2,9,1,i,O=C(C/C=N\OCc1ccc(Cl)cc1Cl)Nc1ccccc1
3,-7,7,3,-2,-3,-2.1,-18,1,i,O=C(CCCOc1ccccc1)NCc1ccco1
-8,-25,-34,-2,3,-3,5.7,9,1,i,C=CCC[C@H](Cc1ccc(F)cc1)C(=O)O[C@H](CNC(=O)[C@@H](CC=C)CC(=O)N(CCO)Cc1ccccc1)c1ccccc1
2,6,0,-2,-1,-4,-1.5,-5,0,i,COC1OC2COC(c3ccccc3)OC2C(=O)C1NC(=O)c1ccccc1 (stereo not drawn)
1,1,2,-4,3,6,-0.8,-3,2,i,COc1c[nH]n(-c2ccccc2)c(=O)c1=O

# (next part)
Scp1 inh,DNMT1 block,MT1-MMP act inh,SUMO1 PPI mod,NadD inh,NRP1-CendR mod,LMPTP inh,SKN-1 inh,STEP block,Rpn11 inh,Molecule
-12,3,0,0,-6,2,-1.0,-6,0,i,CC1CC1C(=O)OCC(=O)Nc1cccc(S(=O)(=O)NC2=NCCCCC2)c1 (stereo not drawn)
-9,-6,2,-25,-8,-15,1.2,3,4,i,CCOC(=O)N1CCN(C(=O)c2ccc3c(c2)NC(=O)/C(=C\c2ccc(OC)c(OC)c2)S3)CC1
-7,3,3,-3,0,-10,-0.3,13,0,i,CCCCCCc1nc2c(=O)[nH]c3ccccc3c2o1
-13,-8,-3,-5,-4,14,3.5,16,0,i,Cc1cc([N+](=O)[O-])ccc1NCc1cccc2ccccc12
-2,15,0,-12,14,-11,-0.9,6,-1,i,CCc1cc2c(C)ccc(C)c2nc1SCC(=O)Nc1c[nH]c(=O)[nH]c1=O
·,2,4,2,-3,-8,-0.7,16,1,i,CC1(C(=O)Nc2cnc3ccccc3c2)CCN1Cc1ccccc1OC(F)F (stereo not drawn)
-1,6,3,-2,-1,-6,0.5,-4,-2,i,Cc1ccccc1N=C(NO)c1nonc1N
1,5,0,-2,-5,10,0.2,-3,-2,i,COC(=O)c1ccncc1C(=O)Nc1ccc(F)cc1

# Profiles, looked up by structure.
# `C=CCC[C@H](Cc1ccc(F)cc1)C(=O)O[C@H](CNC(=O)[C@@H](CC=C)CC(=O)N(CCO)Cc1ccccc1)c1ccccc1` is entered as Scp1 inh: -8; DNMT1 block: -25; MT1-MMP act inh: -34; SUMO1 PPI mod: -2; NadD inh: 3; NRP1-CendR mod: -3; LMPTP inh: 5.7; SKN-1 inh: 9; STEP block: 1; Rpn11 inh: i
# `O=C(CCCOc1ccccc1)NCc1ccco1` is entered as Scp1 inh: 3; DNMT1 block: -7; MT1-MMP act inh: 7; SUMO1 PPI mod: 3; NadD inh: -2; NRP1-CendR mod: -3; LMPTP inh: -2.1; SKN-1 inh: -18; STEP block: 1; Rpn11 inh: i
